Compound activity deposited in PubChem BioAssay by National Center for Advancing Translational Sciences (NCATS).
IL2 activator: qHTS of IL-2 Activators; hit rate 0.065% among 360,000; activation, % (series mostly up to about 46 µM); IL-2 activation reporter assay, cell-based qHTS; stimulated with anti-CD3/CD4/CD28 beads; in transgenic mouse T cells; in the data active = activation above about 50%; inconclusive = mostly about 30% to 49%; also: 0% is about no effect
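Readout is EGFP and DsRed signal by fluorescent plate cytometry after 18 h at 37 degrees C. Transgenic mouse T cells (750/well) received compound for 60 min before bead stimulation (anti-CD3, anti-CD4, anti-CD28); memory T cells served as non-tolerant control.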
PTHR1 agonist: qHTS for PTHR1 Agonists: Primary Screen | HEK293 GP2 PTHR1 cells, GloSensor cAMP luminescence, 1 h | Potency, µM (doses to about 115 µM), inactives show at the highest dose activation, usual class: activators | hit rate 0.075% among 410,000 | AID 743266, 2014; also: potency is read from the fitted curve at half-maximal effect; nearly all actives have a fitted effect of over 55% in size; some results filed as inactive show a strong effect at the top dose; inactives centre near -15; many of its hits are not listed in these tables
Target sequence (Q03431 whole entry, looked up): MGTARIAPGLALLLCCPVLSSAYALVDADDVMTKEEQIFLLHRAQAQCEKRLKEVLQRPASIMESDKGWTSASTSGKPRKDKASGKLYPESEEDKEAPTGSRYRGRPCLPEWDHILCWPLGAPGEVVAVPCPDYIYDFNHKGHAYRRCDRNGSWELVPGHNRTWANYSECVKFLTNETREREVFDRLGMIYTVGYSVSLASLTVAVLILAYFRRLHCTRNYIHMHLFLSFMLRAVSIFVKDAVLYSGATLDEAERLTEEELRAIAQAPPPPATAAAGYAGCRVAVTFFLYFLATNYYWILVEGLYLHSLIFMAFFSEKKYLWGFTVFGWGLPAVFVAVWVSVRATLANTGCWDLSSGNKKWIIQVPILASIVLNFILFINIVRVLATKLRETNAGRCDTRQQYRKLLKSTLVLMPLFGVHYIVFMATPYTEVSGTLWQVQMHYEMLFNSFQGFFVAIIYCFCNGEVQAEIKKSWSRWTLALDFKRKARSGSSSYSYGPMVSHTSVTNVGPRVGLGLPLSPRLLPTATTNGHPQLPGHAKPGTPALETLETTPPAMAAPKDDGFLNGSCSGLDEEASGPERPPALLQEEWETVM
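HEK-293-derived GP2 cells expressing PTHR1 and a GloSensor cAMP reporter, 3,000/well, plated overnight, given luciferin plus IBMX (each 0.5 mM as added) for 1 h at 37 °C, then compound for 1 h at 37 °C. Luminescence was read after 15 min at room temperature.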
EPAC1 ag: qHTS for Agonist of cAMP-regulated guanine nucleotide exchange factor 3 (EPAC1): primary screen | Potency, µM (top dose mostly 154 µM), without a hit: at the top dose activation, usual class: activators | EPAC1 agonist qHTS, biochemical assay; response scale: 100% = response to 6.5 mM cAMP | hit rate 0.073% among 360,000 | AID 720707, 2013; also: potency is read from the fitted curve at half-maximal effect; nearly all actives have a fitted effect of over 60% in size
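Read-out is the fluorescence drop as BODIPY-GDP leaves Rap1B (480 nm excitation, 540 nm emission), recorded every 5 minutes over 30 minutes. Reactions held 100 nM EPAC1, 250 nM Rap1B–BODIPY-GDP and 50 uM GDP, with 6.5 mM cAMP setting full activation.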
GLP-1R inv ag: qHTS of GLP-1 Receptor Inverse Agonists (Inhibition Mode) | Glucagon-like peptide 1 receptor (Homo sapiens), P43220 | HEK293 GLP-1R CRE-luciferase, luminescence, 24 h; GLP-1R form is constitutively active | Potency, µM (titrated, usually from 38.3 µM), for the others: top-dose activity change, negative = inhibition, usual class: inhibitors | hit rate 1.6% among 410,000; also: potency is read from the fitted curve at half-maximal effect; % is scaled to controls: 0 for no effect and ±100 for the full control effect; nearly all actives have a fitted effect of over 55% in size
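Inverse agonists were sought by their lowering of basal cAMP reporter luciferase output in HEK293 cells stably carrying constitutively active human GLP-1R, after 24 h compound treatment.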
GLP1R cytotox: qHTS of GLP-1 Receptor Inverse Agonists: Cytotox Screen; HEK293 cAMP-luciferase reporter cells, luminescence, 24 h; Potency, µM (doses to about 38.3 µM), for inactives: at the top dose activity change, negative = inhibition, actives largely listed as inhibitors; hit rate 0.13% among 410,000; AID 624418, 2012;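 also: loss of luciferase light is scored as toxicity; potency is read from the fitted curve at half-maximal effect; % is scaled to controls: 0 for no effect and ±100 for the full control effect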
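Seeding density was 200 cells/uL; after overnight-length (12 h) culture, 23 nL compounds went on for 24 h at 37 °C. Readout used a luciferase detection reagent, luminescence taken after 12 min at room temperature.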
PLK1 PBD inh: qHTS for Inhibitors of PLK1-PDB (polo-like kinase 1 - polo-box domain): Primary Screen | Serine/threonine-protein kinase PLK1 (Homo sapiens), P53350 | Plk1 PBD binding of FITC phosphopeptide, fluorescence polarization | Potency, µM, for the others: max response, negative = inhibition, actives largely listed as inhibitors | hit rate 2.8% among 360,000; also: potency is read from the fitted curve at half-maximal effect; series mostly up to about 57 µM; % is scaled to controls: 0 for no effect and ±100 for the full control effect; nearly all actives have a fitted effect of over 65% in size
PI5P4Ka inh: qHTS for Inhibitors of phosphatidylinositol 5-phosphate 4-kinase (PI5P4K); Phosphatidylinositol 5-phosphate 4-kinase type-2 alpha (Homo sapiens), P48426; PI5P4Kalpha enzyme, ADP-Glo luminescence, 60 min; active compounds read low; max response, %; hit rate 1.2% among 330,000; AID 652105, 2013; active = max response of -50% or lower; inconclusive = between -30% and -50%; inactive = -30% or higher; also: value at the top dose of about 77 µM; % is scaled to controls: 0 for no effect and ±100 for the full control effect
Target sequence (P48426 whole entry, looked up): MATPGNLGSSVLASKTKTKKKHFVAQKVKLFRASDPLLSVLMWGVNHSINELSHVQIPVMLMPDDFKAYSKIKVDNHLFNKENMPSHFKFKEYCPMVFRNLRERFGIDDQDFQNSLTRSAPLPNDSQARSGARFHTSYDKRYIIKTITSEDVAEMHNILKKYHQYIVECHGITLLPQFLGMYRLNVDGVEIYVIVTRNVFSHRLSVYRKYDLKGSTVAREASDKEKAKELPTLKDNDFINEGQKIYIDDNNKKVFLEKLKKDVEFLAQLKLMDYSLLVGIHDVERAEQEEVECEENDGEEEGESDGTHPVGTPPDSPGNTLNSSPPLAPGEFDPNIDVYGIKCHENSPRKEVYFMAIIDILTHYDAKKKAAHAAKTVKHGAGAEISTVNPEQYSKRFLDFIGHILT
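ADP-Glo luminescence end-point read after a 60 min room-temperature kinase reaction of PI5P4Kalpha plus substrate, initiated with ATP at 5 microM final. Buffer: 0.038 M HEPES pH 7.4, EGTA, 0.1% CHAPS, 5% DMSO.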
GLP1R ag: qHTS of GLP-1 Receptor Agonists; Glucagon-like peptide 1 receptor (Homo sapiens), P43220; HEK293 GLP-1R CRE-luciferase, luminescence, 4-6 h; cells express a hypersensitive GLP-1R form; Potency, µM (highest dose often 45.6 µM), inactives show at the highest dose activation, hits mostly activators; hit rate 0.007% among 380,000; also: potency is read from the fitted curve at half-maximal effect; % of control where 0% means no effect
EPAC1 antag: qHTS for Antagonist of cAMP-regulated guanine nucleotide exchange factor 3 (EPAC1): primary screen; Rap guanine nucleotide exchange factor 3 (Homo sapiens), O95398; EPAC1 GEF assay, Rap1b-BODIPY-GDP exchange fluorescence; Potency, µM (top dose mostly 115 µM), for inactives: at the highest dose activity change, negative = inhibition, actives largely listed as inhibitors; hit rate 0.14% among 360,000;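 also: potency is read from the fitted curve at half-maximal effect; plate controls were vehicle for no effect and positive control for full effect; nearly all actives have a fitted effect of over 50% in size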
Starred values were filed as active, the others as inactive; i = inactive; ? = inconclusive; / = not tested or not shown; [ ] = dose if it differs, or a comment. Unless noted, calls follow the shape of the dose curve; as a rule, active = well fitted curve in the direction sought with a large enough effect; inconclusive = small, poorly fitted or top-dose-only effect, or another doubt; inactive = no such curve, though single readings can be large; an effect the other way counts as inactive or inconclusive. Not all compounds are listed; the hit share may differ from the screen's.

mol	EPAC1 antag	GLP1R ag	EPAC1 ag	PTHR1 agonist	PLK1 PBD inh	PI5P4Ka inh	IL2 activator	GLP-1R inv ag	GLP1R cytotox
Cc1ccc(S(=O)(=O)Nc2ccccc2N(C)S(=O)(=O)c2ccc(C)cc2)cc1	-29%	8%	-3%	-4%	-21%	0	-0.7	?	9%
COc1cc(/C=C(\C#N)c2nc3ccccc3n2C)cc(OC)c1O	-5%	8%	7%	-85%[inhibitor]	68%[activator]	-28	11	11%	4%
COc1ccc(Cc2nc3ccc(C(=O)N(C)Cc4nccn4C)cc3o2)cc1	22%	4%	-5%	i	4%	6	-0.7	33%[activator]	18%
NC1=NC(=O)C(Cc2ccc(F)cc2)S1 (stereo not given)	20%	6%	1%	i	24µM*	1	1.3	21%	-1%
COc1ccc(C(c2nnnn2Cc2cccs2)N2CCN(c3ccccc3F)CC2)cc1 (stereo not given)	-4%	-4%	9%	i	1%	0	-1.3	?	-14%
O=C(NCC1CCCO1)c1ccc2ccccc2n1 (stereo not given)	-14%	-10%	-6%	i	3%	5	0.0	28%	-2%
COCCn1c(SCC(=O)Nc2ccc(OC)cc2OC)nc2ccccc2c1=O	-19%	2%	13%	-93%[inhibitor]	-11%	-1	0.8	11%	3%
CCn1c(CSc2nc(C)cc(C)n2)nnc1SCC(N)=O	7%	12%	10%	i	-10%	5	-0.1	-3%	-3%
CC1Cc2cc(/C(O)=C3\C(=O)C(=O)N(Cc4ccncc4)C3c3ccccc3F)ccc2O1 (stereo not given)	-27%	1%	8%	?	-2%	7	-0.3	4%	-1%
O=C(NCC1CCCO1)c1nn2c(C(F)(F)F)cc(-c3cccs3)nc2c1Br (stereo not given)	18%	5%	9%	i	-5%	-11	0.6	16%	0%
COc1cc(OC)cc(C(=O)NC(C(=O)NCCN(C)C)C23CC4CC(CC(C4)C2)C3)c1 (stereo not given)	6%	5%	-2%	i	-5%	/	-1.2	0%	-1%
COc1ccc(S(=O)(=O)N(CC(=O)NC2CCCCC2)c2ccc(F)cc2)cc1	-5%	-2%	-5%	-15%	-2%	-8	0.9	4%	1%
CCCCn1c(N)c(N(C)C(=O)c2ccc(Br)o2)c(=O)[nH]c1=O	14%	-2%	12%	-19%	-3%	-3	-0.2	17%	4%
COC(=O)c1ccc(NC(=O)CN2CCC(NC(=O)c3ccccc3F)CC2)cc1	-12%	8%	8%	i	-4%	1	-0.4	-14%	0%
O=C(CCn1nc(-c2ccc(Cl)cc2)c2ccccc2c1=O)NCC1CCCO1 (stereo not given)	-13%	-5%	-6%	i	0%	-3	-1.8	-29%	-4%
O=C(Nc1ccc(Cl)cc1)NC1CCCCC1	-4%	4%	-3%	-20%	0%	-1	0.6	-2%	3%
CCOC(=O)c1ccccc1OCc1cc(/C=N/NC(=O)c2ccncc2)ccc1OC	-6%	14%	0%	-24%	0%	0	-0.7	-28%	?
COc1cc2c(cc1OC)C(c1cc(Br)ccc1O)N(C(C)=O)CC2 (stereo not given)	-4%	-4%	7%	i	1%	1	-4.2	15%	12%
O=C(O)C1C2C=CC(C2)C1C(=O)NCCCN1CCOCC1 (stereo not given)	1%	-11%	-11%	-2%[57.5 µM]	-1%	-1	2.4	6%	-2%
O=C(NC1CCCC1)C(c1cccnc1)N(C(=O)c1csnn1)c1ccccc1Cl (stereo not given)	-6%	-1%	0%	-10%	?	-11	-1.1	1%	2%
Cc1ccc2c(c1)COc1c3ccc(C(=O)N[C@@H](CO)C(C)C)cc3nn1-2	-11%	8%	-19%	-38%[inhibitor]	-14%	-7	0.0	15%	-15%
O=C(Nc1cc(S(=O)(=O)N2CCOCC2)ccc1N1CCOCC1)c1ccc(Cl)nc1	-12%	-1%	-5%	-16%	30µM*	-16	1.0	10%	0%
O=C(NCc1ccccc1Cl)c1ccc2sc([C@H]3C[C@H](O)[C@@H](CO)O3)nc2c1	-11%	-1%	3%	-14%	-8%	8	-0.6	-6%	3%
COC(=O)c1ccc(NC(=O)CCc2c(C)nc3ncnn3c2C)cc1	-10%	5%	-1%	-41%	-3%	-1	0.4	1%	14%
Cc1csc(NC(=O)c2ccc(Cl)nc2)n1	12%	-4%	-1%	-4%	-1%	-1	-0.6	3%	4%

Looked up above.
Entry of Cc1csc(NC(=O)c2ccc(Cl)nc2)n1 under GLP1R ag: -4%
Entry of Cc1ccc(S(=O)(=O)Nc2ccccc2N(C)S(=O)(=O)c2ccc(C)cc2)cc1 under IL2 activator: -0.7

Remaining list, next part.
mol	EPAC1 antag	GLP1R ag	EPAC1 ag	PTHR1 agonist	PLK1 PBD inh	PI5P4Ka inh	IL2 activator	GLP-1R inv ag	GLP1R cytotox
COc1ccc(S(=O)(=O)N2CCOC2CNC(=O)C(=O)NCc2ccccc2OC)cc1 (stereo not given)	-7%	2%	0%	-33%	-9%	-10	-4.0	-26%	-1%
COc1ccc(CC(=O)Nc2sc(Cc3ccccc3)c(C)c2C(N)=O)cc1	9%	-2%	16%	i	-10%	/	-0.3	22%	-2%
Cc1ccc(CNC(=O)c2c[nH]n3c(=O)c(Cc4ccc(Cl)cc4)c(C)nc23)cc1	/	-6%	/	-43%[inhibitor]	/	/	/	?	-26%
Cn1cc(CN2CCC(n3nccc3NC(=O)C3CCCC3)CC2)cn1	15%	-5%	2%	i	1%	-7	-3.1	22%	9%
O=C(Nc1ccc2nc(-c3cccnc3)[nH]c2c1)c1ccccc1F	-13%	5%	0%	i	-3%	1	1.8	20%	-14%
NNC(=O)C(=O)Nc1ccc(O)cc1	-1%	-5%	-2%	-20%	0%	4	0.0	?	-13%
COc1ccc(NC(=O)c2cc([N+](=O)[O-])ccc2N2CCCCC2)cc1	?	14%	7%	-8%	-15%	-2	0.4	?	-30%
COc1ccc(/C=C2\CCn3c2nc2cc(C(=O)O)ccc2c3=O)cc1OC	-18%	1%	1%	i	-7%	?	-3.2	3%	13%
O=S(=O)(Cc1cc(-c2ccc(Cl)cc2)no1)c1ccccc1	-1%	0%	5%	-15%	-8%	2	0.6	-2%	-2%
CNC(=O)C1CC(=O)N(CCc2ccc(OC)cc2)C(=Nc2ccc(OC)cc2)S1 (stereo not given)	-21%	11%	5%	-17%	-3%	/	-0.7	?	-11%
CC1CCCC(NC(=O)c2ccc3snnc3c2)C1C (stereo not given)	-17%	2%	1%	-10%	-6%	-1	0.1	-30%	-23%
CCc1ccccc1Oc1ccc(S(=O)(=O)N2CCN(C)CC2)cn1	0%	1%	-2%	2%	3%	1	-1.0	-30%	-1%
CCOC(=O)Nc1ccc2c(c1)nc(CN1CCOCC1)n2C	-16%	0%	4%	i	-4%	4	-2.4	0%	5%
COc1ccc(OC)c(S(=O)(=O)NC(=O)C2(C)CCN2C(=O)Cc2ccccc2Cl)c1 (stereo not given)	-15%	-7%	-4%	-17%	-8%	7	-0.5	-17%	1%
CCCc1ccc(S(=O)(=O)NCCc2ccncc2)cc1	12%	0%	5%	-21%	-3%	-1	-0.2	-29%	6%
COc1ccc(S(=O)(=O)N2CCCCC2c2cc(C(=O)N3CCOCC3)no2)cc1 (stereo not given)	15%	-8%	-15%	-9%	-4%	1	1.8	26%	1%
CC(C)C[C@H](NC(=O)c1nc[nH]c1C(=O)NC1CCN(C(=O)OC(C)(C)C)CC1)C(=O)OCc1ccccc1	-20%	-14%	-23%	0%	-10%	-3	-0.9	?	3%
COc1ccc(C2C(C#N)=C(/N=C/N3CCN(C)CC3)OC3=C2C(=O)CC(C)(C)C3)cc1 (stereo not given)	1%	0%	-3%	i	-12%	1	-0.1	-9%	2%
O=C(O)c1ccc(-c2nc(-c3ccccc3Cl)cs2)cc1	-7%	6%	7%	-19%	-20%	-65*	-2.5	63%[activator]	-3%

Quoted at random: three entries already listed
mol	EPAC1 antag	GLP1R ag	EPAC1 ag	PTHR1 agonist	PLK1 PBD inh	PI5P4Ka inh	IL2 activator	GLP-1R inv ag	GLP1R cytotox
Cc1csc(NC(=O)c2ccc(Cl)nc2)n1	12%	-4%	-1%	-4%	-1%	-1	-0.6	3%	4%
COC(=O)c1ccc(NC(=O)CCc2c(C)nc3ncnn3c2C)cc1	-10%	5%	-1%	-41%	-3%	-1	0.4	1%	14%
COc1ccc(C2C(C#N)=C(/N=C/N3CCN(C)CC3)OC3=C2C(=O)CC(C)(C)C3)cc1 (stereo not given)	1%	0%	-3%	i	-12%	1	-0.1	-9%	2%

3 structures out of the list, ordered by SMILES length, high to low.
mol	EPAC1 antag	GLP1R ag	EPAC1 ag	PTHR1 agonist	PLK1 PBD inh	PI5P4Ka inh	IL2 activator	GLP-1R inv ag	GLP1R cytotox
Cc1ccc(CNC(=O)c2c[nH]n3c(=O)c(Cc4ccc(Cl)cc4)c(C)nc23)cc1	/	-6%	/	-43%[inhibitor]	/	/	/	?	-26%
COc1ccc(CC(=O)Nc2sc(Cc3ccccc3)c(C)c2C(N)=O)cc1	9%	-2%	16%	i	-10%	/	-0.3	22%	-2%
CCCc1ccc(S(=O)(=O)NCCc2ccncc2)cc1	12%	0%	5%	-21%	-3%	-1	-0.2	-29%	6%
